RAD54 branch = inhibitors of human RAD54 branch migration, primary screen, biochemical, fluorescence, single point; RAD54 Holliday junction branch migration, FAM/BHQ fluorescence; inhibition, % at 10.4 µM; 360,000 tested, 0.14% active;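 active = mean normalized replicate activity at least 40 and at least half of replicates scoring 40 or more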;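 also: 0% = median of neutral control wells and 100% = median of positive control wells; inhibitors cause a drop in the FAM fluorescence signal; in these data hits start at about 50%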
ERAP1 HTS inh = human ERAP1 aminopeptidase inhibitors, primary screen, biochemical, single point, plate reader; recombinant ERAP1, Leu-AMC fluorescence, 60 min; 340,000 tested, 0.15% active; inhibition, % at 10.7 µM; Endoplasmic reticulum aminopeptidase 1 (Homo sapiens), Q9NZ08;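 active = mean replicate inhibition of at least 30%, or all replicates individually reaching that 30% level; inactive = mean below 30% and not every replicate reaching it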;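 also: 0% = neutral control wells and 100% = L-leucinethiol positive control wells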
Target sequence (Q9NZ08 whole entry, looked up): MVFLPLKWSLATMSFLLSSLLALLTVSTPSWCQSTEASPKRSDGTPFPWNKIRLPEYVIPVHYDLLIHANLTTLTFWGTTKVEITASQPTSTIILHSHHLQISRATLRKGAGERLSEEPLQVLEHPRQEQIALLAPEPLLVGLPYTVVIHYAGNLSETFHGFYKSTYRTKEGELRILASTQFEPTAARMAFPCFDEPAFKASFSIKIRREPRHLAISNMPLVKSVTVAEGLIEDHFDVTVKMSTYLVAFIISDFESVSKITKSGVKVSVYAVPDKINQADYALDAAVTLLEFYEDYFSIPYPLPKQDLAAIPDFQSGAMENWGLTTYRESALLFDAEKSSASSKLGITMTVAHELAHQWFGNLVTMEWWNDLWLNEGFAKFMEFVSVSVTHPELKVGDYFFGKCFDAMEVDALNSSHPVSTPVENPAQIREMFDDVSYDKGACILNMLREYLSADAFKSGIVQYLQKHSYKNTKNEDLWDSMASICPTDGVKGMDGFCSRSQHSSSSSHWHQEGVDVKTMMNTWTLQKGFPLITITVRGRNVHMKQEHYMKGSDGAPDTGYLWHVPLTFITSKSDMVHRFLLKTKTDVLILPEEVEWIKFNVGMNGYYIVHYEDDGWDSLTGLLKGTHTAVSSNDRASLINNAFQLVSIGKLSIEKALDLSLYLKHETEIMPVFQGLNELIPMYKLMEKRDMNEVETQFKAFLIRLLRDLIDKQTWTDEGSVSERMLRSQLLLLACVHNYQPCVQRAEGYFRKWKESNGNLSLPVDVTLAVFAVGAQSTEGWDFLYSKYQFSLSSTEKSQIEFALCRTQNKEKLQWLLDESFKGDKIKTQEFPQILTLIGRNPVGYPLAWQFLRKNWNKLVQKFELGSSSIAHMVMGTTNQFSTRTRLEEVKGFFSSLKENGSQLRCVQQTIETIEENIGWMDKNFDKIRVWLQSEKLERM
ERp5 block = inhibitors of ERp5-driven insulin aggregation, primary screen, biochemical, turbidity, absorbance 650 nm, single point; Protein disulfide-isomerase A6 (Homo sapiens), Q15084; 90 min; inhibition, % at 9.99 µM; 350,000 tested, 0.05% active; AID 651711, 2012;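 active = mean replicate inhibition above about 25%, with every replicate also reaching it, limit read from the data, passing the limit was not always enough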
RAD52 anneal inh = RAD52 DNA annealing inhibitors, primary screen, biochemical, FRET, single point, set 2; inhibition, % at 18.7 µM; recombinant RAD52 DNA annealing, FRET fluorescence; 360,000 tested, 0.46% active; DNA repair protein RAD52 homolog (Homo sapiens), P43351;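 active = every replicate showing at least 50% inhibition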
Xi reactivation = activators of inactive X chromosome reactivation, primary screen, imaging, XiGFP fibroblasts, GFP high-content imaging, set 2. activation, % at 7.58 µM. AID 743238, 2013. 360,000 tested, 0.055% active. XiGFP mouse fibroblasts, % GFP-positive cells imaging, 3 d; cells co-treated with 5-aza-dC sensitizer; scaled so ellipticine positive control = 100%;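 active = mean normalized replicate activation at least 10% and every replicate at or above 10%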;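 also: 0% = median of on-plate neutral control wells and 100% = ellipticine 6 µM median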
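System: 68-5-11 XiGFP fibroblast line; Timing: 3 days compound exposure; Compound dosing: one concentration, pinned; Benchmarks: positive control ellipticine, 6 µM final; Buffer or medium: DMEM containing 5-aza-dC.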
S100A4 inh HTS = inhibitors of S100A4-myosin IIA peptide binding, primary screen, biochemical, fluorescence polarization, TAMRA-MyoIIA peptide; 360,000 tested, 0.14% active; AID 652163, 2013; inhibition, % at 10.7 µM; Protein S100-A4 (Homo sapiens), P26447;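 active = mean inhibition of at least 70% across replicates, with every replicate also reaching that level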
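Material: S100A4 monomer protein | Medium: HEPES pH 7.2 with CaCl2, KCl, NaCl, DTT, Triton | Reagent: Labelled myosin peptide probe, 5 nM | Doses: One dose per compound | Times: 5 min incubation before reading | Benchmarks: Neutral control DMSO, positive control TFP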
esBAF inh = Bmi1 luciferase reporter increase in mESCs, primary screen, esBAF inhibitor project, mouse ES cells, Bmi1 luciferase knock-in, single point | 24 h; 100% = twice the neutral-well signal | reporter increase, % at 12.5 µM | 350,000 tested, 2% active; in the data active = activation above about 40%;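 also: 0% = median of the plate's neutral control wells and 100% = double that signal; a rise in the Bmi1 reporter signal indicates esBAF inhibition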
E-sel inducer = E-selectin induction in HUVECs, primary screen, imaging, HUVEC, immunofluorescence imaging, single point. P16581. normalized: neutral wells 0, TNF-alpha wells 100. activation, % at 7.58 µM. 260,000 tested, 0.37% active. AID 686992, 2013;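 active = mean E-selectin-positive cell signal at least 10% of the positive control, reached in at least 60% of replicates, without over 20% cell loss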;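 also: in these data hits start at about 27%; measured in HUVEC primary endothelial cells; signal is the percent of cells scored E-selectin positive by PE staining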
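Read-out basis: % PE-positive cells; Test system: HUVEC primary endothelial cells; Technique: immunofluorescence imaging; Dosing: single-point compound dose.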
* = called active by the depositor; x = no result given; & = joins results of further samples.

#1 CCOC(=O)c1cn(C2CC2)c2c(F)c(NCCCN(C)C)c(F)cc2c1=O
#2 O=C1NC(Cc2ccc(O)cc2)c2nc3cc(F)c(F)cc3c(=O)n2-c2cc3ccccc3cc21 (configuration not stated)
#3 O=C(C[C@@H]1C=C[C@@H](NS(=O)(=O)c2ccccc2)[C@@H](CO)O1)NCc1ccc(Cl)c(Cl)c1
#4 Cc1ccc2cc(/C=N/Nc3ccc(C(=O)O)cc3)c(Cl)nc2c1
#5 C[C@H](CO)N1C[C@H](C)[C@@H](CN(C)Cc2ccncc2)Oc2c(NC(=O)c3ccncc3)cccc2C1=O
#6 O=C(c1ccc(Cn2cnnn2)cc1)N1CCCC(Nc2ccc(F)cc2)C1 (configuration not stated)
#7 C[C@@H]1CN([C@@H](C)CO)C(=O)c2cc(NS(=O)(=O)c3ccc(Cl)cc3)ccc2O[C@@H](C)CCCCO[C@H]1CN(C)S(=O)(=O)c1cn(C)cn1
#8 C[C@H](CO)N1C[C@H](C)[C@@H](CN(C)S(=O)(=O)c2ccc(F)cc2)Oc2ccc(NC(=O)CCCN(C)C)cc2C1=O

Screen / compound no.	1	2	3	4	5	6	7	8
RAD54 branch	8	10	-7	x	6&12	2	2	6
ERAP1 HTS inh	0	x	-3	19	1&2	-2	-3	-1
ERp5 block	2	-2	-11	-2	2&-1	-1	-5	0
RAD52 anneal inh	21	-25	-24	-69	-1&-14	-12	-12	-8
Xi reactivation	0.1	-0.1	-0.5	-0.1	-0.6&0.0	0.0	0.0	-0.9
S100A4 inh HTS	11	-3	0	-7	6&-2	1	-11	57
esBAF inh	-9	37	-3	63*	-2&-2	1	-3	-3
E-sel inducer	x	0.5	0.0	x	-0.5&0.0	0.0	x	-0.3

#9 C=CCN(CC=C)C(=O)c1ccc2nc(Cc3ccc(OC)c(OC)c3)oc2c1
#10 Cn1c(C2CC(=O)N(Cc3ccccc3)C2)nc2ccccc21 (configuration not stated)
#11 COc1ccc(S(=O)(=O)N(C)C[C@@H]2OCCCC[C@@H](C)Oc3ccc(NC(=O)Nc4ccc(F)cc4)cc3C(=O)N([C@H](C)CO)C[C@@H]2C)cc1
#12 CCCC(C)c1nnc(NC(=O)C(=O)OCC)s1 (configuration not stated)
#13 CCOc1ccc(C2/C(=C(/O)c3ccc4c(c3)CC(C)O4)C(=O)C(=O)N2CCCn2ccnc2)cc1 (configuration not stated)
#14 Cc1ccc(-n2nnc3c(=O)n(CC(=O)N4CCC(C)CC4)cnc32)cc1
#15 Cc1cc(C)cc(OCC(=O)N2CCc3ccccc3C2)c1
#16 CN(C)/C=N/c1cc(=O)[nH]c(=O)n1CC1CC1

Screen / compound no.	9	10	11	12	13	14	15	16
RAD54 branch	6	2	18	x	0	2	-5	0
ERAP1 HTS inh	-2	-1	-1	-2	-1	0	-2	1
ERp5 block	4	-1	-1	0	2	-4	6	4
RAD52 anneal inh	-8	5	17	-6	-15	-8	-7	-13
Xi reactivation	0.2	0.0	0.0	0.1	0.0	x	-0.1	0.0
S100A4 inh HTS	-9	-3	0	-13	3	1	-2	-1
esBAF inh	21	1	0	x	5	1	10	-5
E-sel inducer	-0.1	x	0.0	x	x	x	0.0	-0.6

#17 OC(c1ccc(Cl)cc1)c1ncc(-c2ccc(Oc3ccccc3)cc2)[nH]1 (configuration not stated)
#18 CC(C)(C)NC(=O)COc1ccccc1C#N
#19 Cc1ccc(OCc2cc(C(=O)N3CCCC(C)C3)no2)cn1 (configuration not stated)
#20 Cn1c(-c2ccccc2[N+](=O)[O-])[n+](C)c2ccccc21
#21 CCOc1ccc(S(=O)(=O)NC(C)C(=O)NCc2ccccn2)cc1 (configuration not stated)
#22 O=C(N[C@@H]1CCC(=O)N(CC[C@H](Sc2ccc(Br)cc2)c2ccccc2)CC1)OCc1ccccc1
#23 Cc1noc(C)c1S(=O)(=O)N(C)C[C@@H]1OCCCC[C@@H](C)Oc2ccc(NC(=O)c3ccccc3)cc2C(=O)N([C@H](C)CO)C[C@@H]1C
#24 COc1ccccc1-c1ccc2n(c1=O)C[C@@H]1[C@@H](CO)[C@H](C(=O)Nc3nccs3)N(C)[C@H]21

Screen / compound no.	17	18	19	20	21	22	23	24
RAD54 branch	7	3	-4	x	-7	6	-7	x
ERAP1 HTS inh	1	4	0	x	2	0	0	-2
ERp5 block	8	8	-5	-3	3	5	-1	-1
RAD52 anneal inh	-61	-10	-7	-15	-14	-20	-25	-3
Xi reactivation	0.2	0.0	0.0	0.0	0.1	-0.1	-0.8	0.4
S100A4 inh HTS	-6	0	-10	-3	-3	-9	-23	2
esBAF inh	17	0	3	x	1	2	4	x
E-sel inducer	-0.1	x	0.1	x	0.0	0.0	2.3	-0.2

Profiles, looked up by structure. Order of screens: RAD54 branch	ERAP1 HTS inh	ERp5 block	RAD52 anneal inh	Xi reactivation	S100A4 inh HTS	esBAF inh	E-sel inducer
O=C(N[C@@H]1CCC(=O)N(CC[C@H](Sc2ccc(Br)cc2)c2ccccc2)CC1)OCc1ccccc1 across the screens: 6	0	5	-20	-0.1	-9	2	0.0
Cn1c(-c2ccccc2[N+](=O)[O-])[n+](C)c2ccccc21 across the screens: x	x	-3	-15	0.0	-3	x	x
COc1ccccc1-c1ccc2n(c1=O)C[C@@H]1[C@@H](CO)[C@H](C(=O)Nc3nccs3)N(C)[C@H]21 across the screens: x	-2	-1	-3	0.4	2	x	-0.2

The list continues.
#25 CCCNC(=O)C[C@@H]1C[C@H]2c3cc(NS(=O)(=O)c4cccc(OC)c4)ccc3O[C@H]2[C@@H](CO)O1
#26 CCCN1C(=O)c2n[nH]c(C(C)C)c2C1c1cccc(C(F)(F)F)c1 (configuration not stated)
#27 O=C(C[C@@H]1CC[C@H]2[C@@H](COC[C@H](O)CN2CC2CC2)O1)NCc1ccc(Cl)cc1
#28 CCCN1[C@@H]2c3ccc(-c4ccc(F)cc4)c(=O)n3C[C@H]1[C@H](CO)[C@H]2C(=O)NCC1CC1
#29 CC1Cc2nc(SCC(N)=O)n(Cc3ccccc3)c(=O)c2S1 (configuration not stated)
#30 CCOC(=O)C1(C)CCCN1C(=O)c1ccc(OC)c(OC)c1 (configuration not stated)
#31 Cc1cccc(N2CCN(C(=O)CCN3C(=S)NC(C)(C)CC3C)CC2)c1C (configuration not stated)
#32 c1ccc2c(c1)OCc1nccn1-2

Screen / compound no.	25	26	27	28	29	30	31	32
RAD54 branch	-1	x	-3	-2	-12	6	3	x
ERAP1 HTS inh	2	7	-1	2	-5	-5	2	-1
ERp5 block	2	-1	2	3	-1	2	2	-5
RAD52 anneal inh	4	-1	1	2	-3	-78	8	-2
Xi reactivation	0.0	0.1	0.1	0.6	-0.1	0.0	0.0	0.0
S100A4 inh HTS	1	-4	1	2	-2	3	-4	1
esBAF inh	5	x	-2	1	-6	4	3	x
E-sel inducer	0.4	-0.1	0.0	0.1	0.0	-0.6	-2.0	0.0

The final 4 entries of the part above lead into the next:
#29 CC1Cc2nc(SCC(N)=O)n(Cc3ccccc3)c(=O)c2S1 (configuration not stated)
#30 CCOC(=O)C1(C)CCCN1C(=O)c1ccc(OC)c(OC)c1 (configuration not stated)
#31 Cc1cccc(N2CCN(C(=O)CCN3C(=S)NC(C)(C)CC3C)CC2)c1C (configuration not stated)
#32 c1ccc2c(c1)OCc1nccn1-2
#33 O=C(C[C@H]1CC[C@@H]2[C@H](COC[C@@H](O)CN2S(=O)(=O)c2ccc(Cl)cc2)O1)NCc1ccc(Cl)c(Cl)c1
#34 Cc1ccccc1-c1nc(CN(Cc2c(C)nn(C)c2C)C2CC2)c(C)o1
#35 CCCCc1n[nH]c(=S)n1Cc1ccccc1
#36 Cc1ccc(S(=O)(=O)N2CCCCC2)cc1C(=O)NCc1ccc(S(N)(=O)=O)cc1
#37 O=C1CCCN1CCCN=c1c([N+](=O)[O-])nn(-c2ccc(Cl)cc2)n1O
#38 CCCN(C)C[C@H]1OCCCC[C@H](C)Oc2ccc(N(C)C)cc2C(=O)N([C@H](C)CO)C[C@H]1C
#39 C[C@H]1CN([C@@H](C)CO)C(=O)Cc2cc(NS(=O)(=O)c3ccc(Cl)cc3)ccc2O[C@H]1CN(C)Cc1ccc(C(F)(F)F)cc1
#40 Clc1ccccc1OCc1nc(-c2ccc(Br)o2)no1

Screen / compound no.	29	30	31	32	33	34	35	36	37	38	39	40
RAD54 branch	-12	6	3	x	-1	-4	-13	-3	x	-5	-1	-10
ERAP1 HTS inh	-5	-5	2	-1	-1	-3	7	1	-5	-7	0	5
ERp5 block	-1	2	2	-5	-6	-5	2	6	2	1	-2	-12
RAD52 anneal inh	-3	-78	8	-2	-53	-11	-10	-9	-20	26	0	-3
Xi reactivation	-0.1	0.0	0.0	0.0	0.3	0.0	0.1	-0.1	1.0	0.2	-1.0	0.0
S100A4 inh HTS	-2	3	-4	1	8	-3	-25	1	-7	7	10	-2
esBAF inh	-6	4	3	x	0	-8	-7	0	x	1	7	54*
E-sel inducer	0.0	-0.6	-2.0	0.0	-0.1	x	x	0.2	-1.1	0.1	0.1	-0.4

#41 COC(=O)[C@]12C[C@H](CC(=O)NCCC(C)C)C(=O)N(Cc3ccc4c(c3)OCO4)C1=C[C@H](C(C)(C)C)O[C@@H]2C
#42 CCCNC(=O)C[C@H]1CC[C@@H]2[C@@H](COc3ccc(NC(=O)NCC)cc3C(=O)N2C)O1
#43 COc1ccc(Br)cc1/C=N/NC(=O)C(c1ccncc1)N1CCOCC1 (configuration not stated)
#44 O=S1(=O)CCN(Cc2ccccc2C(F)(F)F)CC1

Screen / compound no.	41	42	43	44
RAD54 branch	x	-4	-4	x
ERAP1 HTS inh	-3	-1	-3	x
ERp5 block	2	3	-3	6
RAD52 anneal inh	-11	12	1	-3
Xi reactivation	-0.1	0.0	-0.1	0.0
S100A4 inh HTS	0	-5	-4	-2
esBAF inh	x	0	-1	-2
E-sel inducer	-0.1	0.3	x	-0.9
